WRN inhibitor: WRN helicase (human) inhibition; Potency, µM (doses to about 114 µM), inactives show top-dose activity change, negative = inhibition, usual class: inhibitors; actives 0.46% (n = 360,000); WRN helicase unwinding, fluorescent forked duplex, kinetic; further: potency means the concentration at half of the fitted maximal effect; on the % scale 0 is the no-effect control and ±100 the full control effect; nearly all actives have a fitted effect of over 55% in size
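WRN at 20 nM final was preincubated with compound for 15 min at room temperature; reaction started with 100 nM forked duplex oligonucleotide carrying fluorophore and quencher plus 2 mM ATP (final). Unwinding followed kinetically by red fluorescence (ex 525/em 598 nm).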
EPAC2 antag: EPAC2 (human) antagonism | AID 720708 | EPAC2 GEF exchange of Rap1B-BODIPY-GDP, fluorescence | actives 0.18% (n = 360,000) | Q8WZA2 | Potency, µM (doses to about 114 µM), inactives show at the highest dose activity, negative = inhibition, hits mostly inhibitors; further: potency means the concentration at half of the fitted maximal effect; on the % scale 0 is the no-effect control and ±100 the full control effect; nearly all actives have a fitted effect of over 45% in size; many of its hits are not listed in these tables
MmCpn inh: inhibitors of Methanococcus maripaludis chaperonin (MmCpn); purified Mm-Cpn ATPase, ADP Transcreener TR-FRET; actives 0.031% (n = 330,000); AID 504842; Potency, µM (top dose mostly 76.9 µM), for the others: at the top dose activity, negative = inhibition, actives largely listed as inhibitors; further: potency means the concentration at half of the fitted maximal effect; on the % scale 0 is the no-effect control and ±100 the full control effect; nearly all actives have a fitted effect of over 80% in size
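Measured: ADP formation by purified Mm-CPN. Conditions: 25 nM protein, 10 uM ATP, Tris pH 7.4 with Mg2+, K+ and DTT, 37°C for 30 min. Detection: Transcreener HTRF after 30 min at room temperature.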
PI5P4Ka inh: inhibitors of human PI5P4K alpha | P48426 | PI5P4Kalpha enzyme, ADP-Glo luminescence, 60 min; hits give low values | max response, % | actives 1.2% (n = 330,000) | AID 652105; active means max response of -50% or lower; inconclusive means between -30% and -50%; inactive means -30% or higher; further: value at the top dose of about 77 µM; on the % scale 0 is the no-effect control and ±100 the full control effect
Target sequence (P48426 whole entry, looked up): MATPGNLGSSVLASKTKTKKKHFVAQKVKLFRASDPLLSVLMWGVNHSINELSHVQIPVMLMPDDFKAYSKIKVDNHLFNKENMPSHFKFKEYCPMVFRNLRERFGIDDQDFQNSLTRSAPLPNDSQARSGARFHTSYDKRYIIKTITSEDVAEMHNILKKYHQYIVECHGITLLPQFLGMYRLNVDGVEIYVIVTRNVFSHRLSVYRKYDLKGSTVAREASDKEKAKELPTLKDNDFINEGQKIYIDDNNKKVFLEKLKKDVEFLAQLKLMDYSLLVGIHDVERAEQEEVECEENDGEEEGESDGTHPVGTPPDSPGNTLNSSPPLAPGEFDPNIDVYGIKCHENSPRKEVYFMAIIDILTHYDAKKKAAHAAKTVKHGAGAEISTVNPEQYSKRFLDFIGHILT
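Enzyme plus substrate dispensed, test compounds pinned in, then ATP (5 microM final) added. After 60 min at RT, ADP-Glo reagent 1 for 45 min and reagent 2 for 30 min preceded luminescence imaging.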
EPAC1 agonist: agonists of human EPAC1 | actives 0.073% (n = 360,000) | EPAC1 agonist qHTS, biochemical assay; response scale: 100% = response to 6.5 mM cAMP | O95398 | Potency, µM (highest dose often 154 µM), without a hit: top-dose activation, actives largely listed as activators; further: potency means the concentration at half of the fitted maximal effect; nearly all actives have a fitted effect of over 60% in size
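Normalized to 6.5 mM cAMP, activity reflects EPAC1-catalysed release of BODIPY-GDP from Rap1B, followed kinetically over 30 min at 480 nm excitation, 540 nm emission. Reaction contained 100 nM EPAC1, 250 nM Rap1B-BODIPY-GDP, 50 uM GDP.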
PLK1 PBD block: inhibitors of human PLK1 polo-box domain binding. P53350. Plk1 PBD binding of FITC phosphopeptide, fluorescence polarization. Potency, µM, for inactives: max response, negative = inhibition, actives largely listed as inhibitors. actives 2.8% (n = 360,000). AID 720504; further: potency means the concentration at half of the fitted maximal effect; series mostly up to about 57 µM; on the % scale 0 is the no-effect control and ±100 the full control effect; nearly all actives have a fitted effect of over 65% in size
Target sequence (P53350 whole entry, looked up, the tested form may be a part): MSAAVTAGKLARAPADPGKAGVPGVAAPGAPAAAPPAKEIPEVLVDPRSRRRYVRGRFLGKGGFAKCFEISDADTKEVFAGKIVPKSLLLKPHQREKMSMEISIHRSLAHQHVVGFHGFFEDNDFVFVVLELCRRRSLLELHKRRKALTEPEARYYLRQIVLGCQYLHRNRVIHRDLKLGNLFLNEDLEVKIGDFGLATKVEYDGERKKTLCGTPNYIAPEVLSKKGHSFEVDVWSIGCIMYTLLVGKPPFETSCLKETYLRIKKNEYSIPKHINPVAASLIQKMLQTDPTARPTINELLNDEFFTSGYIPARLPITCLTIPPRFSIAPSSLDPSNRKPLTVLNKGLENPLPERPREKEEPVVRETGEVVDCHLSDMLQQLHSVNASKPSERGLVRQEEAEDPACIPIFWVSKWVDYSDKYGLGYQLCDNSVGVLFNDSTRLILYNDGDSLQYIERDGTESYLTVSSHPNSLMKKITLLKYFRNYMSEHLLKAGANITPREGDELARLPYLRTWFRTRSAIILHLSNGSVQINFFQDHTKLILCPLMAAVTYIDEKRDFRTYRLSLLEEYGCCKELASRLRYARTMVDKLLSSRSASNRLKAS
EPAC1 antag: EPAC1 (human) antagonism. EPAC1 GEF assay, Rap1b-BODIPY-GDP exchange fluorescence. Potency, µM (doses to about 115 µM), for the others: top-dose activity change, negative = inhibition, most hits filed as inhibitors. actives 0.14% (n = 360,000);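 further: potency means the concentration at half of the fitted maximal effect; plate controls were vehicle for no effect and positive control for full effect; nearly all actives have a fitted effect of over 50% in size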
CCT modulator: changes cytosolic chaperonin activity | activity change, % (test concentration not listed), hits read low | AID 651819 | actives 0.3% (n = 360,000) | purified chaperonin ATPase assay, HTRF ADP detection, 30 min; in the data active means activity change below about -30%; further: on the % scale 0 is the no-effect control and ±100 the full control effect
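ATPase activity: ADP formed was measured by HTRF Transcreener (665/615 nm ratio) after 30 min at 37 deg C with 10 uM ATP. Compounds screened at one 76 uM concentration against 40 or 20 nM TRiC in Tris pH 7.4/KCl/MgCl2/DTT buffer.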
* = called active by the depositor; ? = inconclusive; nt = no result given; [ ] = dose if it differs, or a comment. Unless noted, the call rests on the fitted dose curve; in most records, active means well fitted curve in the direction sought with a large enough effect; inconclusive means small, poorly fitted or top-dose-only effect, or another doubt; inactive means no such curve, though single readings can be large; an effect the other way counts as inactive or inconclusive. Some of the compounds tested (hit frequency here may not be typical).

smiles,WRN inhibitor,EPAC2 antag,MmCpn inh,PI5P4Ka inh,EPAC1 agonist,PLK1 PBD block,EPAC1 antag,CCT modulator
CC(C)CNC(=O)/C=C/C=C/CCCC/C=C/c1ccc2c(c1)OCO2,0%,-9%,2%,8,7%,2%,-29%,-0.3
CCCn1c(SCC(=O)Nc2cc(C)on2)nc2c1c(=O)n(C)c(=O)n2C,2%,5%,nt,nt,4%,-3%,1%,-4.0
CCN(CC)c1nc(N)c(C#N)c(CC#N)c1C#N,-7%,4%,nt,0,-4%,4%,-16%,-1.4
NC(N)=N/N=C/c1ccc(Br)cc1,6%,3%,1%,1,3%,-11%,-16%,-2.0
Cc1ccccc1OCC(=O)NC1CCCCCCC1,0%,-17%,-3%,-1,5%,-9%,-15%,-3.1
Cc1c(C(=O)N2CCOCC2)c(S(=O)(=O)Nc2cccc(Br)c2)c(C)n1C,5%,0%,-2%,-11,-18%,27µM*,-15%,1.3
CC(OC(=O)c1cccs1)C(=O)NCc1ccco1 (stereo not given),7%,3%,1%,-4,3%,2%,8%,1.1
COc1ccc(CNc2c(CO)cnc3c2cnn3C)cc1,-6%,3%,-2%,0,6%,-9%,15%,-1.0
O=C(CSc1nnc(C2CC2)n1Cc1ccco1)NCC(F)(F)F,1%,6%,-1%,-1,-5%,5%,14%,-0.5
CCn1c(SCC(=O)NC2CCCC2)nnc1-c1cccnc1,6%,6%,-2%,0,2%,-10%,-4%,-1.2
COc1cccc(-n2c(C)nc3c(cnn3-c3ccc(Cl)cc3)c2=O)c1,2%,9%,1%,-13,2%,21µM*,5%,-3.2
CCn1cc(C(=O)N2CCCC(N3CCN(c4cccc(C(F)(F)F)c4)CC3)C2)cn1 (stereo not given),-1%,-7%,-5%,-6,-6%,-4%,-5%,-1.4
O=C(Cc1c(O)c2ccccc2[nH]c1=O)NCc1cccc(F)c1,-1%,0%,0%,nt,6%,-10%,7%,-2.0
COc1cccc(NC(=O)C2CCN(S(C)(=O)=O)CC2)c1,32%,-3%,-1%,nt,10%,-5%,0%,-1.0
Cc1ccc(-c2noc(CCC(=O)Nc3ccc(C)cn3)n2)cc1,-13%,8%,-7%,11,-1%,4%,-9%,0.6

Two of these compounds, reformatted.
Under each structure: WRN inhibitor | EPAC2 antag | MmCpn inh | PI5P4Ka inh | EPAC1 agonist | PLK1 PBD block | EPAC1 antag | CCT modulator
COc1cccc(-n2c(C)nc3c(cnn3-c3ccc(Cl)cc3)c2=O)c1
  2% | 9% | 1% | -13 | 2% | 21µM* | 5% | -3.2
CCn1cc(C(=O)N2CCCC(N3CCN(c4cccc(C(F)(F)F)c4)CC3)C2)cn1 (stereo not given)
  -1% | -7% | -5% | -6 | -6% | -4% | -5% | -1.4

Grouped by structure, those above with bromine
smiles,WRN inhibitor,EPAC2 antag,MmCpn inh,PI5P4Ka inh,EPAC1 agonist,PLK1 PBD block,EPAC1 antag,CCT modulator
NC(N)=N/N=C/c1ccc(Br)cc1,6%,3%,1%,1,3%,-11%,-16%,-2.0
Cc1c(C(=O)N2CCOCC2)c(S(=O)(=O)Nc2cccc(Br)c2)c(C)n1C,5%,0%,-2%,-11,-18%,27µM*,-15%,1.3

Pulled one by one from above:
smiles,WRN inhibitor,EPAC2 antag,MmCpn inh,PI5P4Ka inh,EPAC1 agonist,PLK1 PBD block,EPAC1 antag,CCT modulator
CCn1c(SCC(=O)NC2CCCC2)nnc1-c1cccnc1,6%,6%,-2%,0,2%,-10%,-4%,-1.2
CCCn1c(SCC(=O)Nc2cc(C)on2)nc2c1c(=O)n(C)c(=O)n2C,2%,5%,nt,nt,4%,-3%,1%,-4.0

The results go on:
smiles,WRN inhibitor,EPAC2 antag,MmCpn inh,PI5P4Ka inh,EPAC1 agonist,PLK1 PBD block,EPAC1 antag,CCT modulator
O=C1CSC(c2ccccn2)N1c1ccc(Br)cc1 (stereo not given),5%,-15%,-1%,3,7%,-9%,-11%,-1.1
O=C(Nc1ccc(N2CCOCC2)cc1)c1cn2ccccc2n1,0%,4%,0%,-12,4%,-2%,-1%,0.2
Cc1ccccc1OCc1nc(C#N)c(N2CCCC2)o1,-14%,10%,-7%,3,-3%,5%,14%,3.0
CCOc1ccccc1NC(=O)COC(=O)C1CCC(=O)N1 (stereo not given),6%,7%,2%,4,-1%,-5%,-5%,-1.6
CCN1CCN(C(=O)CN(CCc2ccccc2)S(C)(=O)=O)CC1,-4%,8%,1%,nt,-1%,-3%,-2%,-4.8
Cc1cccc(NC(=O)CN(CC2CCCO2)C(=O)c2ccc(S(C)(=O)=O)cc2)c1C (stereo not given),-2%,11%,-1%,4,-3%,-6%,-5%,-3.5
O=C(Nc1ccc(Cc2ccncc2)cc1)C1CCC(N2C(=O)C3C4C=CC(C5CC45)C3C2=O)CC1 (stereo not given),-8%,-3%,1%,-3,-3%,-5%,-6%,-0.8
CN(C)CCCNC(=O)CC1C[C@H](C(=O)N2CCCCC2)[C@@]2(CCc3ccccc3)c3[nH]c4ccccc4c3CCN2C1=O (stereo not given in full),-2%,15%,0%,2,-20%,1%,11%,-2.6
CC1CCCC(NC(=O)Nc2cccs2)C1C (stereo not given),-5%,1%,0%,-1,13%,-12%,-17%,-4.2
CCN(CC)CCNC(=O)C(=O)NCC1OCCN1S(=O)(=O)c1cccs1 (stereo not given),-7%,3%,nt,12,-2%,1%,2%,-8.2
Cc1ccc(Cc2c(C)nc3nc(SCC(=O)NCCCN4CCCC4)nn3c2C)cc1,-15%,-4%,-2%,8,7%,-11%,0%,-1.4
CCCCCCN1CCN(C2CN(Cc3cn(CCCCCC)nn3)S(=O)(=O)C2)CC1 (stereo not given),3%,9%,nt,-1,-11%,7%,-19%,0.3
O=C(O)CN1C(=O)/C(=C\c2cc([N+](=O)[O-])ccc2OCc2ccccc2Cl)SC1=S,45µM*,-13%,3%,-72*,3%,27µM*,?,1.1
O=C(O)C1CC=CCC1C(=O)NCc1cn2ccccc2n1 (stereo not given),5%,4%,2%,-6,13%,-4%,12%,-0.9
O=C(CSc1ccc(Cl)cc1)Nc1cccc(-c2nnc(-c3ccco3)o2)c1,-8%,4%,0%,-2,-10%,-1%,-7%,1.1
Cc1ccc(N(O)C(=O)NCCCCNC(=O)N(O)c2ccc(C)cc2)cc1,-8%,1%,-1%,0,-1%,-19%,-10%,-0.5
CCOc1nc(OCC)c2cnn(C)c2n1,4%,5%,0%,2,-3%,-1%,14%,0.6
CC1(C(=O)NS(=O)(=O)c2ccccc2C(F)(F)F)CCN1C(=O)c1cccc(F)c1 (stereo not given),1%,2%,nt,4,-12%,-1%,7%,-0.6
CCOc1ccc(OCCC(=O)N2CCN(S(=O)(=O)c3cccc(F)c3)CC2)cc1,12%,-3%,1%,7,-2%,-5%,-6%,-1.2
O=C(Nc1ccc(S(=O)(=O)Nc2cnc3ccccc3n2)cc1)c1cccc(OC(F)F)c1,-19%,3%,2%,-9,-11%,-19%,-29%,-13
Cc1ccc(Cl)cc1NC(=S)N/N=C/c1cccc2ccccc12,-8%,-19%,-3%,11,15%,-14%,-19%,-2.8
CCN=C1S/C(=C\c2cn(C(C)=O)nc2-c2ccccc2)C(=O)N1CC,-6%,1%,2%,nt,-3%,3%,7%,1.6
COC(=O)Cc1nnc(NC(=O)c2ccccc2)s1,-7%,-3%,-3%,-3,8%,-7%,-14%,0.8
CCN(CCO)Cc1csc2ccccc12,2%,2%,-1%,-2,2%,-13%,-12%,-1.9
Cc1cc(=O)[nH]c(SCC(=O)Nc2cccc3ccccc23)c1C#N,-19%,22%,1%,nt,-2%,-12%,9%,1.9
CN(C)CCSc1nc(N)c2c3c(sc2n1)COC(C)(C)C3,-17%,24%,1%,nt,-2%,?,11%,2.6
CCOC(=O)Nc1c(C)n(C)n(-c2ccccc2)c1=O,4%,15%,-3%,nt,-4%,1%,17%,2.0
Cc1ccc2[nH]c(=O)c(CN(CC3CCCO3)C(=O)c3cccs3)cc2c1 (stereo not given),-17%,-15%,0%,1,8%,-7%,18%,-0.8
Nc1[nH]n2c(=O)cc(-c3ccccc3)nc2c1N=Nc1ccccc1,-19%,-4%,-2%,-19,3%,-11%,-8%,1.4
C#CC[N+](CC)(CC)CC#Cc1cccc(Cl)c1,1%,0%,-2%,-9,3%,-11%,16%,1.0
CCN=C(NCC)SC1CC(=O)N(c2cccc(OCC)c2)C1=O (stereo not given),2%,3%,-1%,-1,1%,-7%,8%,1.5
CCOc1ccccc1NS(=O)(=O)c1ccc2c(c1)n(C)c(=O)c(=O)n2C,-17%[57.1 µM],13%,-1%,-8,-17%,5%,13%,-2.9
CSc1nc(N)nc(SCC(=O)OC(C)C)c1C#N,-7%,8%,-6%,nt,4%,-5%,3%,-1.2
O=[N+]([O-])c1ccc(CSc2nnc3ccccn23)cc1,-2%,-3%,1%,-3,4%,-2%,4%,1.6
CC1(C)c2cc(Cl)ccc2-n2c1cc(O)c(-c1ccccc1)c2=O,0%,-7%,-4%,7,5%,-2%,-2%,0.2
COc1ccc(N2CCN(CCCNC(=O)CN3C(=O)COc4ccccc43)CC2)cc1,-2%,-2%,4%,13,-1%,?,5%,1.3
Cc1ccc(NC(=O)c2cnc(SCC(=O)NCC3CCCO3)n(C)c2=O)cc1 (stereo not given),-20%,1%,-1%,1,-15%,-12%,0%,2.0
CCCCNC(=O)c1cc(-c2ccc(F)cc2)on1,-3%,-1%,1%,nt,3%,-7%,-1%,-0.3
O=C(NNC(=O)c1ccc2nc[nH]c2c1)c1ccccc1,2%,12%,0%,4,-5%,2%,-2%,-6.1
Cc1ccc(C(=O)N2CCC3(CC2)NCCc2[nH]cnc23)cc1,9%,1%,-1%,21,-15%,3%,5%,-2.1
CCCOc1ccccc1/C=C(\C#N)C(=O)Nc1cccc(C)n1,-7%,-3%,-1%,4,19%,-10%,5%,-0.9
Cc1ccc(OCc2cc(C(=O)N(C)C3CCCc4ccccc43)no2)cc1C (stereo not given),2%,12%,nt,24,-8%,-11%,9%,0.6

Printed as active in WRN inhibitor (from the list above):
structure | WRN inhibitor | EPAC2 antag | MmCpn inh | PI5P4Ka inh | PLK1 PBD block | EPAC1 antag | CCT modulator
O=C(O)CN1C(=O)/C(=C\c2cc([N+](=O)[O-])ccc2OCc2ccccc2Cl)SC1=S | 45µM* | -13% | 3% | -72* | 27µM* | ? | 1.1

Source: PubChem
